USP2a block: USP2a (human) protease inhibition; Potency, µM (titrated, usually from 38.3 µM), for the others: top-dose activity change, negative = inhibition, hits mostly inhibitors; hit rate 0.01% among 330,000; USP2 core, Ub-CHOP2 coupled fluorogenic reporter, 485/531; O75604;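 further: potency means the concentration at half of the fitted maximal effect; plate controls were DMSO wells for no effect and full inhibition by NEM control for full effect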
Target sequence (O75604 whole entry, looked up): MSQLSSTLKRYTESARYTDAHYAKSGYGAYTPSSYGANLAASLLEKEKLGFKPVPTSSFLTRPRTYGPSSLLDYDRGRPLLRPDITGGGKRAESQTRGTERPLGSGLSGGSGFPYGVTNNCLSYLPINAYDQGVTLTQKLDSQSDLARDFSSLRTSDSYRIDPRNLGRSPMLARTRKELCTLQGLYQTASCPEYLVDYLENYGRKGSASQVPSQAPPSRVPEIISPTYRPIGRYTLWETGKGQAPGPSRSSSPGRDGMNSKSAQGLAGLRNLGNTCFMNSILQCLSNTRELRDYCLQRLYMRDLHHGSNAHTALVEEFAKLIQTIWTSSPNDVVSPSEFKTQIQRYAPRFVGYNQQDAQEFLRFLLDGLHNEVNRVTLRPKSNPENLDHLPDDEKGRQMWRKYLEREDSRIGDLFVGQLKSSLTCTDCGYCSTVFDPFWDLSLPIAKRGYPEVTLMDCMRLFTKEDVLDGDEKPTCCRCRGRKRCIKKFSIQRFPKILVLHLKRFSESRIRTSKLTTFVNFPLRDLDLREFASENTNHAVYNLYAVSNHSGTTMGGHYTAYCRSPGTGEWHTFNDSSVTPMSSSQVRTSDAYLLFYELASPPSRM
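Deubiquitinase activity read as fluorescence (485/531 nm) after Ub-CHOP2 cleavage activates the enterokinase reporter on its substrate; USP2 core 10nM, Ub-CHOP2 and substrate 25nM each, 30min compound preincubation then 60min RT; data normalized to NEM, curves fitted.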
Mito fusion yeast: inhibitors of mitochondrial division or activators of mitochondrial fusion. Potency, µM (highest dose often 46.1 µM), for inactives: at the top dose growth rescue (activation), usual class: activators. S. cerevisiae fusion-defective mutant growth rescue, CellTiterGlo 48 h. hit rate 0.23% among 320,000;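 further: potency means the concentration at half of the fitted maximal effect; % of control where 0% means no effect; nearly all actives have a fitted effect of over 45% in size; temperature-sensitive fusion mutants such as fzo1-1 at 37 °C on non-fermentable ethanol glycerol medium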
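Growth-rescue viability read-out: after 48 h at the non-permissive 37C in glycerol/ethanol YPEG, yeast mitochondrial fusion mutants are measured by CellTiterGlo luminescence; compounds (23 nl pinned per well) restoring growth score as division inhibitors or fusion activators.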
TSHR antag: blocks TSH signaling through the human TSH receptor; TSHR-expressing cells, TSH-stimulated cAMP HTRF, 2 h; stronger effect = lower value; P16473; AID 504810; hit rate 0.2% among 330,000; activity change, negative = inhibition, % at 11.5 µM;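 active means activity change below a set negative limit, meaning inhibition stronger than a set level, cut at about -70% in these data; inconclusive means activity change between two set negative limits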; further: on the % scale 0 is the no-effect control and ±100 the full control effect
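Competitive HTRF cAMP read-out (cryptate anti-cAMP antibody, cAMP-d2; 30 min, room temperature) in freshly harvested TSHR cells. Compounds added before TSH at EC80 (4nM final), followed by 2 hours' incubation at 37 deg C.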
Menin MLL FP TR: menin-MLL binding inhibition, Texas Red mutant peptide | Menin + Texas Red MLL mutant peptide, fluorescence polarization | AID 1768 | Potency, µM (series often up to 61.6 µM), inactives show at the top dose FP activity change, negative = inhibition, actives largely listed as inhibitors | O00255 | hit rate 0.23% among 270,000; active means well fitted inhibition curve with a large enough effect in the polarisation, with a control signal flat, not every such curve was filed as active; inconclusive means small, poorly fitted or top-dose-only effect, or effect the other way, or a change in a side signal; inactive means no such curve, though single readings can be large or run the other way; the % refers to the polarisation; further: potency means the concentration at half of the fitted maximal effect; % of control where 0% means no effect; many of its hits are not listed in these tables
ASM inhibitor: inhibitors of human secretory acid sphingomyelinase; P17405; placental ASM, HMU-PC fluorogenic substrate, 60 min; Potency, µM (titrated, usually from 57.5 µM), inactives show at the highest dose activity change, negative = inhibition, hits mostly inhibitors; hit rate 0.006% among 340,000; further: potency means the concentration at half of the fitted maximal effect
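Steps: dispense placental human ASM, pin compound, wait 10 min at room temperature, add HMU-PC0 substrate at 9 uM final, incubate 60 min at 37 °C, add stop solution raising pH to 10, read fluorescence.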
Chronic BCR inh: chronic active BCR signaling inhibition; ABC-DLBCL IkBa-CBG/CBR reporter, luminescence ratio, 4 h; Potency, µM (series often up to 46.1 µM), for the others: at the highest dose ratio change, negative = lower green/red ratio, usual class: inhibitors; hit rate 0.05% among 340,000; AID 493014; active means well fitted inhibition curve with a large enough effect in the signal ratio, with a control signal flat, not every such curve was filed as active; inconclusive means small, poorly fitted or top-dose-only effect, or effect the other way, or a change in a side signal; the % refers to the signal ratio;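 further: potency means the concentration at half of the fitted maximal effect; plate controls were basal doxycycline-induced cells for no effect and cells given 10 µM MG132 for full effect; MG132 reads +100%, hits lower the ratio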
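Doxycycline induced both beetle luciferases in TMD8 lymphoma cells; IKK-driven degradation limits the IkappaBalpha-fused green signal, while red luminescence normalises for cell number and nonspecific effects. Compounds tested up to 46 uM, 4 hrs.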
Eya2 phos inh: blocks the phosphatase activity of human Eya2. O00167. hit rate 0.006% among 330,000. recombinant Eya2, OMFP fluorescence dephosphorylation (OMFP is methylfluorescein phosphate). Potency, µM (doses to about 76.9 µM), without a hit: at the top dose activity, negative = inhibition, usual class: inhibitors; further: potency means the concentration at half of the fitted maximal effect; on the % scale 0 is the no-effect control and ±100 the full control effect
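Eya2 protein (added as 0.2 uM solution) was preincubated with compound for 10 min at ambient temperature in 50 mM HEPES pH 7.5, 50 mM NaCl, 5 uM MgCl2, 0.05% BSA, 1 mM DTT. OMFP (added at 50 uM) then reacted 10 min; fluorescence read at 485/525 nm.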
PKM2 activator: PKM2 (human) enzyme activation. purified PKM2, Kinase-Glo ATP luminescence, activation; response scale: 0% is enzyme alone, no compound. P14618. hit rate 0.34% among 260,000. Potency, µM (doses to about 57.5 µM), for the others: at the highest dose activation, usual class: activators; further: potency means the concentration at half of the fitted maximal effect; on the % scale 0 is the no-effect control and ±100 the full control effect; nearly all actives have a fitted effect of over 55% in size
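Purified hPK-M2 (>95%) run at intermediate activity with 0.1 mM ADP and 0.5 mM PEP in 50 mM imidazole pH 7.2, KCl, MgCl2; 1 h room temperature. ATP formed read by Kinase-Glo luminescence; normalized to uninhibited and no-enzyme controls.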
hERG WT inh: KCNH2 (human, wildtype) channel inhibition | Q12809 | AID 720551 | hit rate 0.37% among 340,000 | U2OS, BacMam KCNH2, thallium flux FluxOr; stronger effect = lower value | activity change, % at 1.84 µM;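 active means maximum activity change below -70%; inconclusive means maximum activity change between -70% and -50%; inactive means maximum activity change above -50%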; further: on the % scale 0 is the no-effect control and ±100 the full control effect
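U2OS cells were transduced with wild-type KCNH2 virus (2.03 x 10^8 / mL) for 4 h at room temperature, then cultured overnight at 37 C. Thallium flux was read with FluxOr dye. Rate constants were normalized to DMSO controls.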
GALK inhibitor: inhibitors of human galactokinase; P51570; Purified GALK, Kinase-Glo residual ATP luminescence; Potency, µM (titrated, usually from 57.5 µM), without a hit: top-dose activity change, negative = inhibition, hits mostly inhibitors; hit rate 0.007% among 270,000; further: potency means the concentration at half of the fitted maximal effect; on the % scale 0 is the no-effect control and ±100 the full control effect
Target sequence (P51570 whole entry, looked up): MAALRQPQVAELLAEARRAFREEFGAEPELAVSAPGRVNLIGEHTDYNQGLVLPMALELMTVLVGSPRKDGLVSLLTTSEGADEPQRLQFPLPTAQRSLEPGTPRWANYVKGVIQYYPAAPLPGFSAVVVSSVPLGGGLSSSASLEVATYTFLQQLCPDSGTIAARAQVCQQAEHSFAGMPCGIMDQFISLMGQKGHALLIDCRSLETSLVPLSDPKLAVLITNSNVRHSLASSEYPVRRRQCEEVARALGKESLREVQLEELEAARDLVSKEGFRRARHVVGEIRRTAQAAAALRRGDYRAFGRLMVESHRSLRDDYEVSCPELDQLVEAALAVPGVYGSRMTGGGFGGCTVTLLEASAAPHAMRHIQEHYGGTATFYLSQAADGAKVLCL
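5 nM enzyme, 35 uM ATP, 100 uM galactose, 20 mM HEPES pH8.0, 5 mM MgCl2; 1 h RT; residual ATP by Kinase-Glo Plus luminescence, qHTS format.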
MBNL1-CUG inh: blocks human MBNL1 binding to CUG repeat RNA; Potency, µM (doses to about 57.5 µM), without a hit: at the highest dose activity change, negative = inhibition, actives largely listed as inhibitors; hit rate 0.036% among 280,000; Q9NR56; TR-FRET MBNL1-His/biotin-(CUG)12 binding, 665/545 ratio; AID 2675; active means well fitted inhibition curve with a large enough effect in the signal ratio, with a control signal flat, not every such curve was filed as active; inconclusive means small, poorly fitted or top-dose-only effect, or effect the other way, or a change in a side signal; inactive means no such curve, though single readings can be large or run the other way; the % refers to the signal ratio; further: potency means the concentration at half of the fitted maximal effect; on the % scale 0 is the no-effect control and ±100 the full control effect
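Compounds (final 92 nM to 58 uM) are added to His-tagged MBNL1 and biotin-(CUG)12, then terbium anti-His antibody and streptavidin-XL665 (5 nM final). After 60 min at room temperature, the 665/545 nm ratio is read.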
Starred values were filed as active, the others as inactive; u = inconclusive; x = no result given; & = joins results of further samples; [ ] = dose if it differs, or a comment. Unless noted, the call rests on the fitted dose curve; in most records, active means well fitted curve in the direction sought with a large enough effect; inconclusive means small, poorly fitted or top-dose-only effect, or another doubt; inactive means no such curve, though single readings can be large; an effect the other way counts as inactive or inconclusive.

SMILES	USP2a block	Mito fusion yeast	TSHR antag	Menin MLL FP TR	ASM inhibitor	Chronic BCR inh	Eya2 phos inh	PKM2 activator	hERG WT inh	GALK inhibitor	MBNL1-CUG inh
O=C(COc1ccccc1)Nc1nc(-c2cccnc2)cs1	0%	4%	-19	x	1%	0%	6%	x	-15	x	x
NS(=O)(=O)c1ccc(NC(=O)CSc2nnc3n2CCCCC3)cc1	3%	x	x	x	0%	-1%	-5%	x	1	x	x
CCN(CC)CCNC(=O)c1ccc2c(c1)NC(=O)c1ccccc1S2	-6%	-1%	-5	-23%	-1%	-1%	-8%	x	13	3%	-4%
CCOC(=O)C1CCN(C2=NC(=O)/C(=C/c3ccc(Cl)cc3)S2)CC1	2%	-6%	-10	-2%	-5%	u	0%	x	10	3%	11%
Cc1ccc(-c2c(C(=O)N/N=C/c3ccco3)nnn2-c2nonc2N)cc1	1%	16%	9	23%	-2%	u	11%	-2%	10	-1%	u
Cc1n[nH]c(C)c1S(=O)(=O)N1CCN(C(=O)c2ccco2)CC1	3%	-2%	6	6%	-1%	-3%	2%	1%	0	3%	-16%
c1ccc2c(c1)CCOC2CNCCCN1CCCCC1 (stereo not drawn)	5%	-4%	-6	-7%	4%	-5%	-20%	-7%	27	-2%	-2%
Cc1ccc2c(CC(=O)NCc3cccs3)coc2c1	1%	-7%	4	0%	-2%	u	8%	-5%	18	1%	-15%
CNC(=S)N(Cc1ccc(OC)cc1)Cc1cc2cc(C)ccc2[nH]c1=O	0%	1%	-5	u	-10%	4%	5%	4%	0	12%	1%
CN1CCN(Cc2cc(=O)oc3ccc(Cl)cc23)CC1	0%	15%	7	6%	5%	u	-13%	-7%	24	-3%	15%
Cc1onc(-c2ccccc2)c1C(=O)Nc1cccc(S(=O)(=O)N2CCCCC2)c1	0%	x	-6	x	-2%	-1%	-19%	x	14	x	x
CCCCn1c(N)c(N(CCOC)C(=O)c2cc(C)oc2C)c(=O)[nH]c1=O	1%	-2%	-4	x	4%	-4%	5%	x	5	x	x
O=C(NCc1ccccn1)c1cc(-c2ccncc2)nc2ccccc12	1%	-1%	0	x	x	-8%	9%	x	-4	x	x
Clc1ccccc1Nc1nc2ccccc2o1	0%	-9%	12	x	-2%	u	3%	x	-11	x	x
COc1ccccc1CN1CCNC(=O)C1CC(=O)NC1CCCCCC1 (stereo not drawn)	3%	-2%	13	-14%	x	-2%	-13%	-3%	-16	-4%	-2%
O=C(Nc1ccccc1)c1cc([N+](=O)[O-])ccc1NC1CCCCC1	1%	u	78	2%	u	u	-16%	-3%	2	1%	19%
CCOc1ccc(Nc2nc(Cl)nc(NCCO)n2)cc1	2%	-1%	3	-1%	12%	1%	0%	-2%	-3	1%	x
C=CCNc1nc2ccccc2nc1NS(=O)(=O)c1ccc(OC)cc1	5%	15%	4	-17%	39%[activator]	1%	-1%	x	0	-6%	6%
Cc1cc(C)c2c(=O)[nH]c(SCc3ccc([N+](=O)[O-])cc3)nc2n1	12%	22%	-1	2%	-5%	-4%	7%	5%	-27	0%	-7%
COc1ccc(NC(=O)CC2C(=O)N(C)C(=S)N2CCc2ccccc2F)cc1 (stereo not drawn)	2%	8%	-9	u	-12%	-5%	0%	7%	2	-2%	0%
Cc1nc(-c2ccc(F)cc2)c(CC(=O)N2CCN(S(=O)(=O)c3ccccc3Br)CC2)s1	1%	3%	-11	x	0%	2%	-11%	3%	-9	-3%	3%
CC(=O)c1ccc(OC(=O)CCN2c3ccccc3Sc3ccccc32)cc1	-11%	21%	49	u	-5%	u	-3%	-16%	-1	2%	u
O=C(Nc1ccc(S(=O)(=O)N2CCOCC2)cc1)c1nn(-c2ccc(F)cc2)ccc1=O	3%	-1%	-8	9%	-1%	-7%	-11%	x	-8	1%	u
O=C(/C=C/c1ccccc1)Nc1cccc(S(=O)(=O)Nc2ccccc2F)c1	2%	4%	-7	u	-12%	u	7%	-31%	2	-2%	-6%
CCCNC(=O)CSc1nc(-c2cccs2)cc(C(F)(F)F)n1	0%	-1%	14	12%	1%	4%	-12%	0%	8	-3%	9%
Cc1csc(SC(C)C(=O)Nc2ccc(Cl)cn2)n1 (stereo not drawn)	2%	1%	-1	-1%	0%	8%	7%	7%	2	-1%	-14%
COC(=O)CSc1nc(C)c2ccc(OC)cc2n1	1%	-9%	3	-10%	167%[activator]	u	5%	-9%	-18	-4%	22%
CC(C)C(=O)Nc1cccc(C(=O)Nc2nccs2)c1	-6%	-1%	-6	12%	2%	0%	-8%	-4%	4	5%	-8%
CC1CCCC(C)N1S(=O)(=O)c1ccc(NC(=O)CNC2CCCC2)cc1 (stereo not drawn)	1%	-6%	-3	x	-3%	-3%	-13%	x	-2	4%	15%
O=[N+]([O-])c1ccc(-c2c(O)c3ccccc3c3nc4ccccc4nc23)cc1	2%	-3%	-6	u	0%	7%	2%	2%	12	4%	-3%
O=C(N/N=C/c1ccccn1)C(=O)N1CCCCCC1	3%	-1%	-6	x	3%	u	6%	7%	-1	2%	-12%
Cc1c(NC(=O)c2cn3ccccc3n2)cccc1-n1cnnn1	2%	1%	-6	x	3%	u	7%	1%	1	x	-5%
Cc1ccc(-n2ncc3c(N4CCN(c5ccccc5)CC4)ncnc32)c(C)c1	0%	-1%	-49	-7%	4%	u	-12%	-13%	-4	-1%	0%
CC(C(=O)N1CCc2ccccc21)N1CCN(Cc2ccc(Cl)cc2)CC1 (stereo not drawn)	0%	-8%	0	-9%	6%	-18%	-5%	2%	11	5%	-5%
O=C(CCN1C(=O)/C(=C/C=C/c2ccccc2)SC1=S)Nc1nccs1	1%	2%	0	u	-6%	u	2%	-3%	4	-1%	-1%
O=C(O)c1ccc2c(c1)C(=O)N(c1cc(C(=O)O)ccc1Br)C2=O	0%	6%	5	7%	4%	u	6%	1%	19	0%	21%
O=C(NCCc1ccccc1)C(=O)Nc1nccs1	5%	-1%	-7	1%	0%	u	5%	5%	-4	1%	-21%
O=C(OCC(F)(F)F)c1cccc(COc2ccc3ccccc3c2)c1	2%	-1%	-14	4%	-12%	u	-9%	5%	0	-1%	-1%
Cc1ccc(N=C2NC(=O)/C(=C/c3cccnc3)S2)c(C)c1	0%	12%	-5	x	-2%	u	-5%	2%	-3	1%	6%
O=[N+]([O-])c1ccc2oc(-c3ccccc3)nc2c1	0%	-1%	-8	0%	2%	u	-2%	-3%	-8	12%	x
Cc1cn([C@H]2C=C[C@@H](CO)O2)c(=O)[nH]c1=O	-5%&-1%&3%	-6%&-2%&-7%&-1%	10&3&2&1	1%&6%&2%&-1%	2%&4%	u	4%&-9%&-7%&5%	20%&-1%	-4&2	1%&-1%	10%&-5%
C=CCN(c1ccc(C(=O)N2CCCC2)cc1)S(C)(=O)=O	0%	-1%	10	1%	6%	u	-22%	-10%	13	3%	4%
c1ccc(CNc2ncnc3sc4c(c23)CCCC4)nc1	3%	6%	-14	8%	5%	-2%	4%	-5%	4	8%	-9%
O=C(Nc1ccc2c(c1)OCCO2)c1ccc(NC(=O)C2CCCO2)cc1 (stereo not drawn)	2%	-1%	-2	-6%	5%	-3%	12%	-1%	-2	-2%	0%
CCOc1ccc(NC(=O)Nc2cccc(C(=O)O)c2)cc1	1%	-1%	-3	4%	9%	u	6%	-27%	-6	0%	-13%
Cc1cccc(-c2nn(-c3ccccc3)cc2C(=O)N2CCN(C3CCS(=O)(=O)C3)CC2)c1 (stereo not drawn)	3%	-3%	-18	x	7%	5%	3%	x	13	x	x
C/C(=N\NC(=O)COc1ccccc1F)c1cc2ccccc2o1	2%	14%	-1	0%	-2%	u	1%	-3%	-2	2%	10%
Cc1ccc(NC(=O)COC(=O)Cn2cnc3c2c(=O)n(C)c(=O)n3C)cc1F	-1%	2%	-3	x	1%	5%	-22%	x	1	x	x
Nc1nc(CSc2ncccn2)nc(Nc2ccccc2)n1	6%	-1%	7	x	0%	24%	2%	-7%	-6	-3%	-8%
C=CCN1c2ccccc2[C@]23C[C@@H](C(=O)OC)N(C(=O)NCCC)C2=NC(C(=O)OC)=C(C(=O)OC)[C@H]13	9%	1%	9	x	-1%	2%	6%	-3%	-10	1%	0%

Not all compounds are listed, so the mix of outcomes need not match the whole.
